# Nrf2 ARE act – qHTS of Nrf2 Activators. AID 624171, 2012. 0.31% of 410,000 active. AREc32 ARE-luciferase reporter (MCF7-derived line), luminescence, 24 h. Potency, µM (doses to about 46.1 µM), for the others: at the top dose activation, hits mostly activators; further: potency means the concentration at half of the fitted maximal effect; % of control where 0% means no effect; nearly all actives have a fitted effect of over 65% in size
#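 ARE-driven firefly luciferase activity in AREc32 cells measured after a 24 hr compound exposure at 37 deg C, using Steady-Glo reagent and a 30 min room-temperature hold.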
# pAkt inh – HTS Assay for Inhibitors of Akt Phophorylation: Primary Screen; Neuro2A IGF-stimulated pAkt S473 HTRF, 20 min; hits give low values; activity change, % for hits at 50 µM; 0.32% of 360,000 active; AID 651550, 2012; in the data active means activity change below about -80%; inconclusive means mostly about -51% to -80%; further: on the % scale 0 is the no-effect control and ±100 the full control effect
#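 Single-point screen (50 µM final compound) in Neuro2A cells stimulated 20 min with 6 nM IGF at 37 deg C. After lysis, Ser473-phosphorylated Akt read by HTRF (ex 330 nm, em 615/665 nm) as the 665/615 ratio.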
# CCT modulator – High-Throughput Screening for Modulators of Cytosolic Chaperonin Activity | activity change, % (concentration not given with the values), hits read low | 0.3% of 360,000 active | purified chaperonin ATPase assay, HTRF ADP detection, 30 min | AID 651819, 2012; in the data active means activity change below about -30%; further: on the % scale 0 is the no-effect control and ±100 the full control effect
#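 TRiC at 40 or 20 nM final (batch-dependent) in 30 mM Tris pH 7.4, 100 mM KCl, 5 mM MgCl2, 1 mM DTT, with compound at single 76 uM and 10 uM ATP, 30 min at 37 deg C. ADP detected by HTRF Transcreener, 665/615 ratio.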
# EPAC2 antag – qHTS for Antagonist of cAMP-regulated guanine nucleotide exchange factor 2 (EPAC2): primary screen; Rap guanine nucleotide exchange factor 4 (Homo sapiens), Q8WZA2; EPAC2 GEF exchange of Rap1B-BODIPY-GDP, fluorescence; Potency, µM (doses to about 114 µM), for the others: top-dose activity, negative = inhibition, usual class: inhibitors; 0.18% of 360,000 active; further: potency means the concentration at half of the fitted maximal effect; on the % scale 0 is the no-effect control and ±100 the full control effect; nearly all actives have a fitted effect of over 45% in size; many of its hits are not listed in these tables
# Target sequence (Q8WZA2 whole entry, looked up): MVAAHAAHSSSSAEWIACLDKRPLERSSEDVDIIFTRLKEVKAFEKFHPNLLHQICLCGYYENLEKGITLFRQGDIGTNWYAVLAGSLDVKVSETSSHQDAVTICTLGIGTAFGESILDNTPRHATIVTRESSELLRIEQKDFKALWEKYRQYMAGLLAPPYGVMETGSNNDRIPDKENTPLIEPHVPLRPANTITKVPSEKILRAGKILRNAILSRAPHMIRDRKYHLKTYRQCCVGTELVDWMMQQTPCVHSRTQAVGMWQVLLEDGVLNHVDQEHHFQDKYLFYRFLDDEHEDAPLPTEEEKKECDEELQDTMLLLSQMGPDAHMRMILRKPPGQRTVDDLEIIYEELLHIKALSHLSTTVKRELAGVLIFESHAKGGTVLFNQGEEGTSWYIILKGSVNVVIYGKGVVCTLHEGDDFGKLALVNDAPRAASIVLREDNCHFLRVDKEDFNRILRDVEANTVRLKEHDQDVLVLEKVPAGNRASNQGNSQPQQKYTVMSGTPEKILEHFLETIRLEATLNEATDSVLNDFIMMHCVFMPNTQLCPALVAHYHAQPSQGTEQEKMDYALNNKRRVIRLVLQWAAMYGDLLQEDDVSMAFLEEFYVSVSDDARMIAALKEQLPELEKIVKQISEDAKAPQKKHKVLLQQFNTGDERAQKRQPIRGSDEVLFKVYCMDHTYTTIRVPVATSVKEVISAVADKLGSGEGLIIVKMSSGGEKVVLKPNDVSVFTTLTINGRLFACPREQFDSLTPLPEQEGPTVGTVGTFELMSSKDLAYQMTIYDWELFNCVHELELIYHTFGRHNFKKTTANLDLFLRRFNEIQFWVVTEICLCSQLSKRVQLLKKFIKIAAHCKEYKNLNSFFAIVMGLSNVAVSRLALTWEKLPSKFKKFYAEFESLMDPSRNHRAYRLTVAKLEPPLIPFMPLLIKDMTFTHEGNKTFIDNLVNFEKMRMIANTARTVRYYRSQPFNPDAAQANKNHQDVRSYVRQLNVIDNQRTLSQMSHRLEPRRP
# A549 viability – Nrf2 qHTS screen for inhibitors: counterscreen for cytotoxicity; A549 ARE-Fluc cells, CellTiter-Fluor viability, 18-24 h; 0.16% of 390,000 active; Potency, µM (doses to about 46 µM), inactives show top-dose activity change, negative = cytotoxicity, usual class: inhibitors; further: potency means the concentration at half of the fitted maximal effect; on the % scale 0 is the no-effect control and ±100 the full control effect
#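 A549 ARE_Fluc cells in 5% FBS OPTI-MEM were exposed to compounds in concentration-response for 18-24 h at 37 deg C. Viability was read by CellTiter-Fluor fluorescence (Ex 405/Em 525) after 30 min, before the luciferase read.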
# EPAC2 ag – qHTS for Agonist of cAMP-regulated guanine nucleotide exchange factor 4 (EPAC2): primary screen; Rap guanine nucleotide exchange factor 4 (Homo sapiens), Q8WZA2; EPAC2 activation, biochemical qHTS; response scale: 100% = 6.5 mM cAMP response; Potency, µM (series often up to 154 µM), for inactives: top-dose activation, hits mostly activators; 0.079% of 360,000 active; AID 720711, 2013; further: potency means the concentration at half of the fitted maximal effect; nearly all actives have a fitted effect of over 50% in size
#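 Each well held 100 nM EPAC2, 250 nM RAP1B-BODIPY-GDP and 50 uM GDP. Fluorescence, read at 5-min intervals to 30 min, was referenced to a 6.5 mM cAMP positive control.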
# TGFb SMAD3 inh – qHTS for Inhibitors of TGF-b; HepG2 CAGA-GFP TGF-b/SMAD3 reporter, GFP fluorescence, 18 h; TGF-beta stimulated, 500 pg/mL final; Potency, µM (series often up to 46.1 µM), for inactives: at the highest dose activity, negative = inhibition, usual class: inhibitors; 1.2% of 410,000 active; further: potency means the concentration at half of the fitted maximal effect; on the % scale 0 is the no-effect control and ±100 the full control effect; nearly all actives have a fitted effect of over 65% in size
#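 HEPG2 CAGA-GFP reporter cells (1000/well, DMEM with 1% FBS) received compounds, then recombinant TGF-beta at 500 pg/mL final for 18 hours at 37 degrees C. Per-cell GFP summed per well was normalised to unstimulated and stimulated DMSO controls before curve fitting.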
# Nrf2 block – Nrf2 qHTS screen for inhibitors; Potency, µM (doses to about 46 µM), for the others: top-dose activity change, negative = inhibition, actives largely listed as inhibitors; 2.1% of 360,000 active; A549 ARE-Fluc reporter, luciferase luminescence, 18-24 h; further: potency means the concentration at half of the fitted maximal effect; on the % scale 0 is the no-effect control and ±100 the full control effect; nearly all actives have a fitted effect of over 60% in size
#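 Nrf2 function is reported as luminescence of an ARE-controlled luciferase in A549 cells. Compounds were tested at several concentrations, and a CellTiter-Fluor read on the same wells flagged cytotoxicity.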
# Mm-Cpn inhibitor – Inhibitors of TCP-1 ring complex (TRiC) of Methanococcus maripaludis (MmCpn): qHTS; Chaperonin Mm-Cpn (Methanococcus maripaludis); purified Mm-Cpn ATPase, ADP Transcreener TR-FRET; Potency, µM (titrated, usually from 76.9 µM), inactives show at the top dose activity, negative = inhibition, actives largely listed as inhibitors; 0.031% of 330,000 active; AID 504842, 2011; further: potency means the concentration at half of the fitted maximal effect; on the % scale 0 is the no-effect control and ±100 the full control effect; nearly all actives have a fitted effect of over 80% in size
#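 Purified archaeal chaperonin (25 nM final) was preincubated with compound for 10 min at 37°C, then ATP (10 uM final) was added for 30 min at 37°C in Tris pH 7.4/KCl/MgCl2/DTT buffer. ADP was quantified by HTRF Transcreener TR-FRET.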
# * hit, by the source's call; i = inactive; ? = inconclusive; / = not tested or not shown; & = joins results of further samples; [ ] = dose if it differs, or a comment. Unless noted, the call rests on the fitted dose curve; in most records, active means well fitted curve in the direction sought with a large enough effect; inconclusive means small, poorly fitted or top-dose-only effect, or another doubt; inactive means no such curve, though single readings can be large; an effect the other way counts as inactive or inconclusive. Not all compounds are listed; the hit share may differ from the screen's.
1	O=C(Cn1[nH]c(=O)c2ccccc2c1=O)OCC(=O)c1ccc(F)c(F)c1
2	O=C(COC(=O)c1n[nH]c2ccccc12)NCCc1ccc(Cl)cc1
3	Cc1ccc2nc(-c3ccc(NC(=O)CCS(=O)(=O)c4ccccc4)cc3)sc2c1
4	CCOC(=O)c1[nH]c(C)c(C(=O)N2CCOCC2)c1C
5	O=C1CC2(CCN(C(=O)c3ccc([N+](=O)[O-])cc3)CC2)Oc2ccccc21
6	CCN(C(=O)COC(=O)CCOc1ccc(C(C)(C)C)cc1)c1c(N)n(Cc2ccccc2)c(=O)[nH]c1=O
7	C/C(=N\NC(=O)Cc1ccccc1[N+](=O)[O-])c1cccnc1
8	COCCNC(=O)C1(C)CCCN(Cc2sc(C)nc2C)C1 (centres undefined)

Screen / compound no.	1	2	3	4	5	6	7	8
Nrf2 ARE act	-0.5%	3.9%	-0.5%	-0.4%	2.7%	-0.7%	0.0%	-0.8%
pAkt inh	i	i	i	i	i	i	i	i
CCT modulator	1.1	0.0	-23	0.8	-0.9	-0.6	0.4	-1.4
EPAC2 antag	0%	1%	5%	-2%	18%	-11%	17%	-2%
A549 viability	11%	1%	2%	-10%	3%	0%	0%	/
EPAC2 ag	3%	0%	4%	10%	6%	-10%	2%	8%
TGFb SMAD3 inh	-5%	-22%	-6%	-12%	-16%	-1%	-3%	12%
Nrf2 block	0%	-17%	?	-16%	-28%	-18%	-3%	/
Mm-Cpn inhibitor	-1%	-1%	-4%	-2%	-1%	/	-1%	/

# Overlap with the part before: 2 compounds; new compounds follow.
7	C/C(=N\NC(=O)Cc1ccccc1[N+](=O)[O-])c1cccnc1
8	COCCNC(=O)C1(C)CCCN(Cc2sc(C)nc2C)C1 (centres undefined)
9	COc1cccc(NC(=O)COC(=O)CNC(=O)C2CCCCC2)c1
10	COc1ccc(Nc2c(-c3ccco3)nc3ccc(C)cn23)cc1
11	COc1cccc(CN2CC(C(=O)NCCC3=CCCCC3)CCC2=O)c1 (centres undefined)
12	O=C(CCn1c(=O)oc2ccccc21)Nc1ccccc1
13	CCOC(=O)/C(C#N)=C/c1c(N2CCCCCC2)nc2ccccn2c1=O
14	COc1ccccc1CNS(=O)(=O)c1cc(-c2cc(C)no2)ccc1C
15	COC(=O)c1ccc(-n2nnnc2SCc2nn[nH]n2)cc1
16	Nc1nc(NCc2ccco2)nc(Nc2cccc(F)c2)c1[N+](=O)[O-]

Screen / compound no.	7	8	9	10	11	12	13	14	15	16
Nrf2 ARE act	0.0%	-0.8%	0.0%	12%	-0.7%	0.2%	0.7%	-0.1%	-0.1%	22%
pAkt inh	i	i	i	i	i	i	i	/	i	i
CCT modulator	0.4	-1.4	1.2	-2.5	1.1	-0.3	-0.9	/	-2.1	0.8
EPAC2 antag	17%	-2%	0%	5%	-5%	-1%	?	/	-3%	-3%
A549 viability	0%	/	0%	-5%	-1%	-4%	?	?	-2%	0%
EPAC2 ag	2%	8%	-1%	-2%	3%	-14%	11%	/	-9%	1%
TGFb SMAD3 inh	-3%	12%	-5%	4%	-6%	15%	0%	0%	-1%	3%
Nrf2 block	-3%	/	4%	8%	12%	-3%	-23%	-4%	11%	-4%
Mm-Cpn inhibitor	-1%	/	2%	-6%	0%	1%	3%	/	0%	-5%

17	CCOC(=O)C1(Cc2cccc(OC)c2)CCCN(C(=O)c2cc(CC(C)C)[nH]n2)C1 (centres undefined)
18	Cn1c(NC(=O)c2ccccc2NC(=O)C(C)(C)C)nc2ccccc21
19	CC1CCc2nc3ccc(S(=O)(=O)N4CCC(C(=O)NCc5ccccc5Cl)CC4)cc3c(C(=O)O)c2C1 (centres undefined)
20	Cc1ccc(CONC(=O)c2cccc(C)c2)cc1
21	COc1ccc(S(=O)(=O)N2CCSC2C)cc1C (centres undefined)
22	CCN(CC)CCOC(=O)c1ccc(N/C=C(/C#N)c2nc(-c3ccc(OC)c(OC)c3)cs2)cc1
23	O=C(O)C1CC=CCC1C(=O)NCc1ccccc1 (centres undefined)
24	CC1(c2ccccc2)NC(=O)N(CC(=O)Nc2cc3c(cc2Br)OCCO3)C1=O (centres undefined)

Screen / compound no.	17	18	19	20	21	22	23	24
Nrf2 ARE act	3.2%	-4.2%	0.3%&0.4%	6.0%	-0.1%	2.6%	0.4%	0.3%
pAkt inh	i	i	i	i	i	i	i	i
CCT modulator	-4.9	1.2	-12	1.5	2.2	-0.7	1.0	-2.9
EPAC2 antag	-7%	3%	9%	-4%	?	-23%	8%	-7%
A549 viability	-5%	1%	6%&-2%	11%	0%	-12%	-4%	-2%
EPAC2 ag	4%	10%	-1%	8%	-2%	21%	2%	12%
TGFb SMAD3 inh	1%	?	3%	-6%	4%	-18%	-14%	-1%
Nrf2 block	?	16µM*	12%&10%	?	-11%	?	2%	-4%
Mm-Cpn inhibitor	2%	-1%	-2%	-3%	0%	-8%	1%	-2%

# Another view of some results above:
entry	Structure	Nrf2 ARE act	pAkt inh	CCT modulator	EPAC2 antag	A549 viability	EPAC2 ag	TGFb SMAD3 inh	Nrf2 block	Mm-Cpn inhibitor
20	Cc1ccc(CONC(=O)c2cccc(C)c2)cc1	6.0%	i	1.5	-4%	11%	8%	-6%	?	-3%
21	COc1ccc(S(=O)(=O)N2CCSC2C)cc1C (centres undefined)	-0.1%	i	2.2	?	0%	-2%	4%	-11%	0%

# Remaining list, next part.
25	COC(=O)c1ccc(COC(=O)CNC(=O)c2ccc(-c3ccccc3)cc2)cc1
26	CC(C)(C)NC(=O)C(c1ccc(-c2ccccc2)cc1)N(C[C@H]1CC[C@@H]([C@@H]2CC[C@H](CO)O2)O1)C(=O)c1cccc(Cl)c1 (some centres undefined)
27	CC(C)(C)CN1CCC(n2nccc2NC(=O)c2ccccc2Cl)CC1
28	COCCNC(C(=O)Nc1cc(Cl)cc(Cl)c1)c1ccccc1 (centres undefined)
29	COc1ccc(OCCSc2nnc(CC(=O)Nc3cccc(Cl)c3Cl)n2C)cc1
30	COc1ccc(CCNC(=O)C(NC(=O)OCc2ccccc2)C(C)C)cc1OC (centres undefined)
31	O=C(Cc1cccs1)NCc1cccc(C(F)(F)F)c1
32	CCc1ccc(C2C(C#N)=C(N)SC(N)=C2C#N)cc1

Screen / compound no.	25	26	27	28	29	30	31	32
Nrf2 ARE act	1.8%	-0.1%	0.0%	0.7%	0.3%	-0.9%	0.5%	12%
pAkt inh	i	i	i	i	i	i	i	i
CCT modulator	0.4	-0.3	-2.4	-1.8	-4.3	-1.0	-0.6	0.3
EPAC2 antag	-18%	-20%	8%	-8%	-2%	-15%	-6%	14%
A549 viability	7%	?	1%	-5%	-16%	0%	-8%	1%
EPAC2 ag	-7%	-1%	-2%	2%	11%	-4%	19%	8%
TGFb SMAD3 inh	2%	?	17%	4%	-4%	-11%	32%[activator]	-2%
Nrf2 block	?	23µM*	6%	-6%	?	-4%	?	?
Mm-Cpn inhibitor	-2%	1%	-3%	2%	-2%	0%	?	-19%

33	COC1CCCN(C(=O)c2ccc(OC3CCN(CCc4ccccc4)CC3)cc2)C1 (centres undefined)
34	CC1(C(=O)NS(=O)(=O)c2cccc(Cl)c2)CCN1C(=O)C1CC1 (centres undefined)
35	CCCn1cc(CN2CCC(n3nccc3NC(=O)CCOc3ccccc3)CC2)c(C)n1
36	O=C(O)CCNC(=S)Nc1cccc(F)c1
37	COc1ccccc1C(=O)N/C(=C\c1cn(S(=O)(=O)N(C)C)c2ccccc12)C(=O)NCCN1CCOCC1
38	c1ccc(-n2nnnc2CN2CCOCC2)cc1
39	CC(C)[C@H](NC(=O)C1CCN(S(=O)(=O)c2ccccc2)CC1)C(=O)NCc1ccc(F)cc1
40	CCOC(=O)C1(Cc2ccccc2)CCN(Cc2cccn2-c2cccnc2)CC1

Screen / compound no.	33	34	35	36	37	38	39	40
Nrf2 ARE act	0.6%	0.4%	-0.5%	-0.5%	-0.1%	0.0%	-0.1%	-0.4%
pAkt inh	i	i	i	i	i	i	i	i
CCT modulator	-0.8	-0.4	-0.2	1.4	-0.2	-0.5	-0.3	-0.4
EPAC2 antag	-2%	9%	-3%	4%	-13%	-4%	-3%	-6%
A549 viability	-10%	/	1%	12%	-6%	4%	1%	?
EPAC2 ag	6%	2%	-4%	7%	6%	4%	1%	12%
TGFb SMAD3 inh	14%	0%	19%	0%	16%	-6%	4%	?
Nrf2 block	-1%	/	5%	3%	?	0%	13%	5%
Mm-Cpn inhibitor	-1%	/	-3%	-1%	-2%	3%	2%	3%

41	O=C(CC1NCCc2ccccc21)Nc1ccccc1Cl (centres undefined)
42	CC(=O)SC1CC(=O)N(c2c(C)cccc2C)C1=O (centres undefined)
43	CCOc1ccc(N2C(=O)CC(N(O)c3ccccc3)C2=O)cc1 (centres undefined)
44	O=C(c1cccc(C(F)(F)F)c1)N1CCN(C2CCCCC2)CC1
45	COc1cccc(/C=C2\Sc3ccc(C(=O)NCc4cccnc4)cc3N(C)C2=O)c1

Screen / compound no.	41	42	43	44	45
Nrf2 ARE act	0.2%	?	2.7%	0.2%	18%
pAkt inh	i	i	i	i	i
CCT modulator	-0.9	0.4	-2.0	-0.8	1.4
EPAC2 antag	7%	11%	-12%	1%	0%
A549 viability	-1%	2%	-13%	-14%[1.84 µM]	6%
EPAC2 ag	-2%	4%	8%	9%	10%
TGFb SMAD3 inh	1%	?	-5%	6%	?
Nrf2 block	?	?	10%	0%	-10%
Mm-Cpn inhibitor	-1%	0%	-4%	1%	3%
